# Source: PubChem (The Scripps Research Institute Molecular Screening Center)
# M1 antag = human CHRM1 antagonism; P11229; CHO-K1 hM1, Fluo-8 calcium fluorescence, ACh EC80 antagonist; inhibition, % at 3 µM; AID 588852; 360,000 compounds, 1.3% hits;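 active = percent inhibition above its own plate's cutoff, namely the mean of that plate's compound wells plus 3 SD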;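 note: peak over basal fluorescence ratio during 140 s after agonist addition; 0% = ACh EC80 plus DMSO and 100% = DMSO alone without agonist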
# Target sequence (P11229 whole entry, looked up): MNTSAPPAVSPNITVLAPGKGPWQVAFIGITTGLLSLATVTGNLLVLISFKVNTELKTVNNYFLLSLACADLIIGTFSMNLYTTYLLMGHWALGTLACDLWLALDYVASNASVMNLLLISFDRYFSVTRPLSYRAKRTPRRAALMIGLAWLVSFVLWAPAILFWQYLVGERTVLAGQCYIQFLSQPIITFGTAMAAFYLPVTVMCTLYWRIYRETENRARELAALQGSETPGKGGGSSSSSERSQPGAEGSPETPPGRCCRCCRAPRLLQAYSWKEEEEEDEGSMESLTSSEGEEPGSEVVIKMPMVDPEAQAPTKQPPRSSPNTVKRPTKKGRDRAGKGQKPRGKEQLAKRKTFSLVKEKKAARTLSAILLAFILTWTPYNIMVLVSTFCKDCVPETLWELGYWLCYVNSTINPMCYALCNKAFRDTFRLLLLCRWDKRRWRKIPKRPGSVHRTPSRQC
# CHO parental Ca = counter-screen for OX1R antagonists: effect in parental CHO cells | parental CHO-K1, ATP-induced calcium, Fluo-8 fluorescence | inhibition, % at 5.6 µM | 330,000 compounds, 0.63% hits | AID 463079;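 active = inhibition above that plate's mean sample inhibition plus 3 SD, cut at about 26% in these data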;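 note: 0% = ATP-challenged DMSO wells and 100% = DMSO wells without ATP; some compounds past the cut are filed as inactive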
#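 Assay system – parental CHO cells · Reagent – ATP stimulus · Detection – intracellular calcium via Fluo-8 no-wash fluorescent dye · Evaluation – percent inhibition of ATP-evoked calcium rise, normalized to controls · Controls – ATP wells versus no-ATP DMSO wells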
# TAAR1 ag = agonists of human TAAR1 | 360,000 compounds, 0.99% hits | activation, % at 3 µM | Q96RJ0 | CHO RD-HGA16 TAAR1, Fluo-8 calcium fluorescence; vehicle wells 0%, saturating PEA agonist 100%;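 active = activation above the mean activation of all test compounds in the run plus 3 SD, cut at about 38% in these data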
#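 Repeats: no replicates (n 1) | Material: CHO-derived RD-HGA16 cells with stable Gα16 and human TAAR1 | Technique: Kinetic Fluo-8 calcium fluorescence | Schedule: 17-24 h seeding, 75 min 37 °C dye, 30 min RT | Evaluation: % activation from peak over basal fluorescence ratio, DMSO-to-PEA scaled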
# OXTR potentiate = potentiates the human oxytocin receptor response; activation, % at 3 µM; 320,000 compounds, 0.061% hits; CHO-OTR cells, Fluo-8 calcium fluorescence, potentiator mode; 0% = oxytocin EC15, 100% = EC100;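 active = activation above that plate's cutoff, the mean activation of tested compounds plus 3 SD, cut at about 6.6% in these data, passing the limit was not always enough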;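 note: 100% uses oxytocin at 75 nM as the full agonist control; some results filed as inactive read as strong as hits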
# Target sequence (P30559 whole entry, looked up): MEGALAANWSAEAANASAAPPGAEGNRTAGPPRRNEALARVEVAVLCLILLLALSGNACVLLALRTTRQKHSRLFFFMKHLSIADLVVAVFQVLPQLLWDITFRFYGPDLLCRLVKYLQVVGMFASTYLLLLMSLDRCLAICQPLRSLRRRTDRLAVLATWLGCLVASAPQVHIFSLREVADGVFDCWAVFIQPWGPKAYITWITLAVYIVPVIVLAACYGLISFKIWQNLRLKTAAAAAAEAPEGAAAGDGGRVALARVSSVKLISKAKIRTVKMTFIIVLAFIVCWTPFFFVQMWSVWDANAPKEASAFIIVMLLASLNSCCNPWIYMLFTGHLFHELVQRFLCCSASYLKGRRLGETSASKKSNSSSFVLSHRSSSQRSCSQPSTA
#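 Material: CHO-OTR cells, human receptor; compound dosing: single dose, 3.0 µM nominal final compound concentration; schedule: 6 min compound pre-incubation at room temperature, 100 s kinetic read; measured by: kinetic Fluo-8 calcium fluorescence; read-out basis: % activation vs EC15 and EC100 oxytocin; controls: EC15 oxytocin alone as 0%, 75 nM oxytocin as 100%; replicates: singlicate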
# CHO-K1 Ca ag = M1 agonist counterscreen hit in parental CHO-K1 cells; Fluo-8 calcium fluorescence; scaled to maximal ATP response, vehicle zero; 360,000 compounds, 0.48% hits; activation, % at 3 µM; in the data active = activation above about 15%;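 note: untransfected CHO-K1 host cells lacking M1 receptor as counterscreen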
# TAAR1 antag = antagonists of human TAAR1. CHO RD-HGA16 TAAR1, Fluo-8 calcium fluorescence, antagonist. inhibition, % at 3 µM. 360,000 compounds, 1.5% hits;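 active = inhibition above a per-plate cutoff, the mean inhibition of test compounds on that plate plus 3 SD, cut at about 49% in these data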;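 note: 0% = DMSO plus EC80 beta-PEA response and 100% = DMSO alone without agonist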
#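 test system = CHO RD-HGA16 cells bearing hTAAR1 | replication = singlicate | controls = DMSO-only wells and EC80 β-PEA-stimulated wells | reagent = EC80 β-phenethylamine stimulus | read-out basis = percent inhibition of PEA-evoked calcium signal, max/basal emission ratio | schedule = seeding 17-24 h prior, 75-min 37 °C, 30-min RT dye loading | signal = kinetic Fluo-8 calcium fluorescence measurement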
# M1 PAM parental = nonselective activator or artifact in parental CHO-K1 calcium assay; ATP EC20, Fluo-8 calcium fluorescence; 0% at ATP EC20, 100% at ATP max; activation, % at 3 µM; 360,000 compounds, 0.02% hits; AID 602247;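 active = activation above the run cutoff, the mean activation of all test compounds plus 3 SD, cut at about 40% in these data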;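 note: peak over basal fluorescence ratio in a 140 s read after ATP addition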
# CHO-K1 Ca antag = M1 antagonist counterscreen hit in parental CHO-K1 cells; inhibition, % at 3 µM; AID 602250; 360,000 compounds, 0.6% hits; ATP-induced calcium, Fluo-8 fluorescence;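 active = inhibition above a per-plate cutoff, the plate's mean sample inhibition plus 3 SD, cut at about 24% in these data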;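 note: 0% = DMSO plus EC80 ATP and 100% = DMSO alone without ATP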
# CHRM1 agonist = human M1 muscarinic receptor agonism; P11229; CHO-K1 hM1, Fluo-8 calcium fluorescence, agonist mode; 0% DMSO, 100% acetylcholine EC100; activation, % at 3 µM; 360,000 compounds, 0.33% hits; AID 588814;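 active = activation above the run's mean compound activation plus 3 SD, cut at about 16% in these data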;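 note: peak over basal fluorescence ratio within a 140 s kinetic read after compound addition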
# Numbers without * were called inactive; . = not tested or not shown.
SMILES,M1 antag,CHO parental Ca,TAAR1 ag,OXTR potentiate,CHO-K1 Ca ag,TAAR1 antag,M1 PAM parental,CHO-K1 Ca antag,CHRM1 agonist
CC1=NN(C(=O)CCc2ccccc2O)C(O)(C(F)(F)F)C1 (stereo not drawn),-6,-6,1,3,0.0,-7,12,-4,-2
Cc1ccc(C)c(Nc2c([N+](=O)[O-])cc(C(=O)N3CC(=O)Nc4ccccc43)cc2[N+](=O)[O-])c1,10,-12,33,-10,2.7,48,22,-2,-4
CC(C)(C)NS(=O)(=O)c1ccc(N2C(=O)c3ccccc3C2=O)cc1,4,-7,13,-11,4.1,0,19,-9,-2
Cn1c(=O)n(C)c2cc(NS(C)(=O)=O)ccc21,-16,14,8,-6,0.5,13,20,-13,-1
CCc1ccc(-c2cc(C(F)(F)F)n3nc(C(=O)Nc4c(C)nn(Cc5ccccc5Cl)c4C)cc3n2)s1,11,-14,6,-2,0.5,6,-16,9,-5
CC(=O)Nc1ccc(NC(=O)CN(c2ccc([N+](=O)[O-])cc2)S(=O)(=O)c2ccccc2)cc1,4,-11,8,1,-0.4,15,-2,-7,-6
CCC(C(=O)NC1CCCC1)N(Cc1cccs1)C(=O)Cn1nnc(-c2ccc(OC)c(OC)c2)n1 (stereo not drawn),8,-8,12,-10,2.1,24,-8,10,-4
O=C(Nc1nc(-c2ccccn2)cs1)c1cccc(-n2cnnn2)c1,-10,-14,5,-2,0.5,7,-23,19,-1
CC(/C=C/c1ccc(N(C)C)cc1)=N\N=C1\NC(=O)CC(C(=O)Nc2ccccc2)S1 (stereo not drawn),-4,6,4,-3,2.6,10,10,1,-4
CC(=O)/C(=N/Nc1ccccc1)Sc1nnc(CCc2ccccc2)n1-c1ccccc1,-12,-20,3,-7,0.1,-16,6,3,-4
O=c1nc(NC2CCCC2)ccn1Cc1cccc(Br)c1,6,-14,1,-5,-0.1,5,-14,20,-5
CC(=O)C1=C(C)NC(=O)NC1c1ccc2c(c1)OCO2 (stereo not drawn),-16,-5,5,-1,7.2,-10,10,5,3
CC(=O)Nc1cc2c(c([N+](=O)[O-])c1C)C(C)(C)CC2(C)C,-11,.,10,.,0.2,-26,5,-10,-8
CN(C(=O)c1cccc(NC(=O)Cc2ccc(NC(=O)C3CCN(C(=O)C4CC4)CC3)cc2)c1)C1CCC1,-5,.,-1,.,-0.4,-15,27,-30,-2
Cc1cc(=O)oc2c(C)c(OCC(=O)NCCN3CCOCC3)ccc12,-7,-8,43*,1,0.7,-4,14,-7,-3
CC1=C(C(=O)N2CCCCCC2)CC(CC(=O)NCCN2CCOCC2)C(=O)N1Cc1ccc(F)cc1 (stereo not drawn),.,.,0,.,0.4,-1,-3,-16,.
O=C(Cc1ccccc1)Nc1ccccc1C(=O)N1CCCCCC1,-8,-12,10,-11,0.3,-9,11,-17,-6
CC1CCN(C(=O)c2[nH]cnc2C(=O)Nc2nccs2)CC1,-19,-11,4,-1,0.5,13,18,-8,-3
CCCn1c2ccccc2c2cnn(CC(=O)NCCCN3CCCCC3)c(=O)c21,-22,-22,0,-4,-0.4,-8,11,5,-6
COc1ccc(-c2cn(-c3ccc(C)cc3)c(=O)n2CC(=O)Nc2ccc(OC)cc2OC)cc1,-4,-28,12,-12,0.7,12,16,-7,-3
COc1cccc(NC(=O)CSc2nnc(-c3cccnc3)o2)c1,9,-1,2,-9,0.7,-9,-17,16,7
CCN(CC)S(=O)(=O)c1cccc(NC(=O)COC(=O)CNC(=O)c2cccc(F)c2)c1,2,-1,2,-6,2.0,-15,-19,4,-1
CSCC[C@H](NC(=O)[C@@H]1Cc2ccccc2CN1)C(=O)NC1CCCCC1,-3,-27,1,-5,0.2,-8,7,-6,-3
COc1ccc(C2c3ccc(O)cc3Oc3ncn(CCCO)c(=N)c32)cc1 (stereo not drawn),-9,14,3,-2,2.9,2,14,-9,-2
Cc1cc(C)c(OCC(=O)N/N=C/c2ccc3c(c2)OCO3)c(C)c1,-7,-29,-1,-4,1.2,15,22,-8,-6
Cc1nn(-c2ccccc2)nc1C(=O)Nc1cccc(C(=O)NC2CC2)c1,24,.,11,.,3.2,60*,-5,2,-1
O=C(c1c[nH]c2ccccc12)C(Cl)c1ccccc1 (stereo not drawn),-5,0,12,-11,1.5,1,-14,-14,-3
Cc1ccc2occ(/C=C/C(=O)O)c(=O)c2c1,-6,-5,9,-7,0.1,-3,-2,1,-3
Cc1ccc(S(=O)(=O)NNC(=S)NCCc2ccccc2)cc1,2,-11,35,-9,0.1,-22,-17,2,-4
O=C1c2cccc3cccc(c23)C(=O)N1CCN1CCN(CC(O)COc2ccccc2)CC1 (stereo not drawn),-13,-27,9,-11,-1.1,-1,8,-4,-11

# Full records, quoted from the list. Order of screens: M1 antag | CHO parental Ca | TAAR1 ag | OXTR potentiate | CHO-K1 Ca ag | TAAR1 antag | M1 PAM parental | CHO-K1 Ca antag | CHRM1 agonist
# Listed for CSCC[C@H](NC(=O)[C@@H]1Cc2ccccc2CN1)C(=O)NC1CCCCC1 : -3 | -27 | 1 | -5 | 0.2 | -8 | 7 | -6 | -3
# Listed for CCN(CC)S(=O)(=O)c1cccc(NC(=O)COC(=O)CNC(=O)c2cccc(F)c2)c1 : 2 | -1 | 2 | -6 | 2.0 | -15 | -19 | 4 | -1
# Listed for Cc1nn(-c2ccccc2)nc1C(=O)Nc1cccc(C(=O)NC2CC2)c1 : 24 | . | 11 | . | 3.2 | 60* | -5 | 2 | -1

# Later entries
SMILES,M1 antag,CHO parental Ca,TAAR1 ag,OXTR potentiate,CHO-K1 Ca ag,TAAR1 antag,M1 PAM parental,CHO-K1 Ca antag,CHRM1 agonist
CCN(CC)C(=O)N1CCC(NC(=O)c2ccccc2)CC1,1,-1,7,-1,1.4,-11,25,-15,-3
Cc1ccccc1Cn1cnc2c(nnn2Cc2ccc(F)cc2)c1=O,-4,-9,12,-5,1.4,9,17,-7,-4
CC1CN(C(=O)c2cccc(C(=O)N3CC(C)OC(C)C3)c2)CC(C)O1 (stereo not drawn),-32,-10,7,-1,0.9,-1,19,-5,2
O=C(NCCCN1CCOCC1)C(=O)NCc1ccc(Cl)cc1,-1,-8,1,-6,0.9,-8,-9,-10,-4
Cc1occc1C(=O)N/N=C/C1=C(N2CCOCC2)C(=C\c2ccc(Cl)cc2Cl)/CC1,6,-5,9,-11,0.3,2,-10,2,-5
O=C(CCc1nc(-c2ccccc2F)no1)NC1CCN(Cc2ccccc2)CC1,17,-26,5,-1,0.7,2,-4,10,-8
COc1cc(/C=N/N2CCOCC2)ccc1OC(=O)c1ccco1,-9,-14,8,-5,1.3,-13,19,-4,-5
[N-]=[N+]=CC(=O)C(c1ccccc1)(c1ccccc1)c1ccccc1,-1,-18,0,-4,0.9,8,19,-9,-4
COc1cccc(C2c3c(C)nn(-c4ccc([N+](=O)[O-])cc4)c3N=C3C(=O)Nc4ccccc4N32)c1 (stereo not drawn),10,9,5,-6,0.7,21,-2,-7,-5
CCOc1ccc(CCNC(=O)Cc2nn[nH]n2)cc1OCC,-21,4,14,-9,0.4,1,24,-18,-3
C=CCn1c(C23CC4CC(CC(C4)C2)C3)n[nH]c1=S,-8,.,-1,.,0.6,1,-2,2,-7
COc1ccc2c(c1)-c1nc(NC(=O)c3cccs3)sc1CC2,5,-18,-2,-3,-0.2,7,-4,9,-3
O=C(COc1ccccc1)Nc1nc(-c2ccncc2)cs1,4,-8,17,-8,6.3,20,-3,0,9
Cc1ccc(C)c(-n2c(SCC(=O)Nc3nnc(C)s3)nnc2-c2ccoc2C)c1,-23,-13,3,0,0.0,0,13,-11,-3
CC(C)CC(=O)NCCc1ccncc1,3,5,2,-4,-0.6,-5,-5,12,-4
COc1ccc2cc(CCNS(=O)(=O)c3c(C)cc(C)cc3C)c(=O)[nH]c2c1,3,-9,0,-8,2.5,-18,-2,-5,-4
Cc1ccccc1-n1c(-c2ccoc2C)n[nH]c1=S,-5,-17,1,-2,0.3,-5,8,-1,-10
Cc1cc(C)cc(NC(=O)CSc2nc3c(oc4ccccc43)c(=O)n2-c2ccccc2)c1,-2,-21,2,-6,0.8,5,5,-3,-5
O=C(CCC(=O)N1CCN(S(=O)(=O)c2ccc3ccccc3c2)CC1)Nc1cc(Cl)cc(Cl)c1,-11,22,-2,-6,0.4,-30,17,-15,-4
C/C(=N/NC(=O)c1cccc(Br)c1)C1CC2CCC1C2 (stereo not drawn),-12,-4,1,-8,1.4,2,6,-12,-4
COC(=O)C1=C(C(=O)OC)[C@@H]2N(C)c3ccccc3[C@@]23C[C@@H](CO)N(C(=O)C2CCC2)C3=N1,-8,-16,2,-5,0.5,5,14,-15,-7
CCn1cc(C(=O)OCC(=O)Nc2cccc(S(=O)(=O)N3CCOCC3)c2)c(=O)c2ccc(C)nc21,-5,-8,12,-1,-0.4,-11,-10,19,-3
O=C(CSc1nc(-c2ccccc2)ns1)NCC1CCCO1 (stereo not drawn),-15,-4,0,-1,1.6,-7,13,-10,-2
Cc1ccc(NC(=O)CCN2C(=O)c3ccccc3Sc3ncccc32)cc1,-12,-23,4,-5,-0.1,-10,3,3,-2
CCN1CCC(O)(/C=C/c2ccc(C(C)C)cc2)C(C(=O)/C=C/c2ccc(C(C)C)cc2)C1 (stereo not drawn),-4,.,40*,.,2.6,24,16,-6,1
CC(=O)c1cc(-c2ccccc2)n(CCC(=O)NC(C)(C)C)c1C,-3,1,.,2,-0.4,.,12,-1,-7
O=C(c1ccncc1)N1CCN(S(=O)(=O)c2cccc(C(F)(F)F)c2)CC1,-3,-3,1,-3,0.7,-2,2,-6,-3
CSc1ccc(C#N)cc1NC(=O)c1ccc(Cl)cc1Cl,3,2,0,-5,1.0,-6,23,-9,-4
CCN(CC(=O)N1CCN(Cc2ccccc2)CC1)S(=O)(=O)c1ccc(C)cc1,1,-3,0,-6,5.1,0,-14,-3,1
O=C1C(=Cc2ccco2)C(=O)c2ccccc21,1,-13,2,-2,0.5,-8,11,-5,-4
CN(Cc1ccccc1)c1nccn2ccnc12,-4,.,2,.,0.2,-14,-15,9,-2
Cc1cc(C)c2sc(N(CCN(C)C)C(=O)c3ccc4ccccc4c3)nc2c1,-5,-7,7,-19,0.1,-44,11,-3,-3
COc1ccccc1NC(=O)C(C)OC(=O)C1CC(=O)N(Cc2ccco2)C1 (stereo not drawn),-6,.,2,.,0.0,-5,-12,-2,2
